HSF1 inhib – HSF1 inhibitors in luciferase reporter cells, primary screen, cell-based, NIH3T3, luminescence; NIH3T3-HGL HSE-luciferase, MG132-induced, luminescence 8 h; stronger effect = lower value; activity change, negative = inhibition, % at 7.5 µM (by protocol); 0.77% of 300,000 active; AID 2098, 2009;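 active means more than half of replicate wells show activity change below -50%, luminescence cut by over half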;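 further: luciferase reports HSF-1 transcriptional activity via heat shock element; 0% = median of DMSO wells and -100% = zero luminescence signal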
KLF5 inhibitor – KLF5 expression inhibitors, primary screen, DLD-1 cells, luminescence | DLD-1 KLF5 promoter-luciferase reporter | inhibition, % at 5 µM | 0.23% of 290,000 active | AID 1700, 2009;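 active means inhibition above a per-plate limit of that plate's mean compound inhibition plus 3 SD, cut at about 60% in these data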;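 further: 0% = DMSO wells and 100% = LY294002 at 200 µM; higher means less KLF5 promoter-driven luciferase light; inactives centre near -14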
IEC-6 cytotox – cytotoxicity in IEC-6 intestinal epithelial cells, primary screen, cytotoxicity control for KLF5 inhibitor project, cell-based, luminescence. IEC-6 cytotoxicity, luminescence viability. inhibition, % at 5 µM. 0.78% of 290,000 active. AID 1825, 2009; in the data active means inhibition above about 22%;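 further: 0% = plate median of test compound wells and 100% = cytotoxic reference compound wells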
HSP90 inh – HSP90 inhibitors, primary screen, cell lysate, luminescence. inhibition, % at 5.6 µM. Rabbit reticulocyte lysate, luciferase refolding luminescence, 3 h. 0.91% of 290,000 active. Heat shock protein HSP 90 (rabbit reticulocyte lysate; luciferase refolding);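 active means inhibition above the screen-wide mean plus 3 SD, computed separately per campaign, cut at about 16% in these data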;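 further: 0% = DMSO wells and 100% = 60 µM geldanamycin wells; inhibitors lower the luminescence because luciferase stays unfolded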
aSyn 5UTR inh – MLPCN primary screen, SNCA 5' untranslated region; alpha-synuclein 5'UTR reporter, inhibitor activity; inhibition, % (tested at 7.5 µM); 0.82% of 300,000 active; AID 1813, 2009; in the data active means inhibition above about 60%;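 further: H4 neuroglioblastoma cells stably carrying SNCA 5'UTR luciferase fusion; 0% = DMSO wells and 100% = positive control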
GSK3 alpha inh – blockers of GSK3A enzyme activity – biochemical, luminescence, cell-free homogeneous, HTS, primary screen. Glycogen synthase kinase-3 alpha (Homo sapiens), P49840. GSK-3 alpha kinase, ADP-Glo luminescence, 60 min. inhibition, % at 10 µM. 0.1% of 320,000 active. AID 2650, 2010;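 in the data active means inhibition above about 50%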;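 further: GST-tagged GSK-3 alpha with peptide substrate and 25 µM ATP; 0% = DMSO neutral wells and 100% = GW8510 positive control wells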
Target sequence (P49840 whole entry, looked up): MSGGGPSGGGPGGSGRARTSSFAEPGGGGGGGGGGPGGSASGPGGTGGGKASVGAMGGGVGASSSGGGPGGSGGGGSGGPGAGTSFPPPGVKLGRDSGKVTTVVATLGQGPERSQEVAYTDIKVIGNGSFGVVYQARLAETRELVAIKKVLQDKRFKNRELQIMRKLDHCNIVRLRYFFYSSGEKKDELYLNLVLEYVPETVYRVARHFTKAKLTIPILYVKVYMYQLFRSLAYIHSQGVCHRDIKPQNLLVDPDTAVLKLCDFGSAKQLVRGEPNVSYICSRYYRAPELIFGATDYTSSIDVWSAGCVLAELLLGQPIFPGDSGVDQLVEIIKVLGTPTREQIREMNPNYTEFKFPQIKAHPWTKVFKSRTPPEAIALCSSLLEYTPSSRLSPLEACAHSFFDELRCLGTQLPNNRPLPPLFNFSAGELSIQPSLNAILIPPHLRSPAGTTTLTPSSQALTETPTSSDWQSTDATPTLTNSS
Platelet DG rel – inhibitors of platelet dense granule secretion, primary screen, cell-based, MLPCN, human platelets | inhibition, %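 (compounds screened at 7.5 µM in platelet-rich plasma)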 | 0.22% of 300,000 active | human platelet-rich plasma, SFLLRN dense granule ATP release, luminescence | AID 1663, 2009;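 active means mean replicate score, as percent of positive control, at or above 50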
DYRK1A inh – rat Dyrk1A kinase inhibitors, primary screen, biochemical, single point, plate reader; Dual specificity tyrosine-phosphorylation-regulated kinase 1A (Rattus norvegicus), Q63470; ADP-Glo luminescence, NFATc1 peptide; inhibition, % at 12.5 µM; 0.43% of 310,000 active; in the data active means inhibition above about 50%;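 further: plate controls were vehicle with enzyme for no effect and no enzyme for full effect; many of its hits are not listed in these tables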
HSF-1 act – HSF-1 activators, primary screen, NIH3T3-HGL cells, MG132 stress, luminescence, single point; AID 504408, 2011; activation, % at 9 µM; NIH3T3-HGL HSF-1 luciferase reporter, 8 h; 100% = twice DMSO control signal; 1.7% of 300,000 active;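 active means mean replicate activation of at least 50% with a set share of replicates each reaching 50%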;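 further: 0% = median of the neutral control wells and 100% = twice that signal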
GSK3beta inhib – human GSK3beta kinase inhibitors, primary screen, biochemical, cell-free homogeneous, HTS | Glycogen synthase kinase-3 beta (Homo sapiens), P49841 | GST-GSK3beta kinase, ADP-Glo luminescence, 60 min; stronger effect = lower value | activity score (negative = inhibition), % at 10 µM | 0.038% of 300,000 active | AID 2097, 2009;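 active means more than half of replicate wells score below -50%, meaning over 50% inhibition versus plate controls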;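 further: 0% = median DMSO wells and -100% = median GW8510 positive control wells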
Target sequence (P49841 whole entry, looked up): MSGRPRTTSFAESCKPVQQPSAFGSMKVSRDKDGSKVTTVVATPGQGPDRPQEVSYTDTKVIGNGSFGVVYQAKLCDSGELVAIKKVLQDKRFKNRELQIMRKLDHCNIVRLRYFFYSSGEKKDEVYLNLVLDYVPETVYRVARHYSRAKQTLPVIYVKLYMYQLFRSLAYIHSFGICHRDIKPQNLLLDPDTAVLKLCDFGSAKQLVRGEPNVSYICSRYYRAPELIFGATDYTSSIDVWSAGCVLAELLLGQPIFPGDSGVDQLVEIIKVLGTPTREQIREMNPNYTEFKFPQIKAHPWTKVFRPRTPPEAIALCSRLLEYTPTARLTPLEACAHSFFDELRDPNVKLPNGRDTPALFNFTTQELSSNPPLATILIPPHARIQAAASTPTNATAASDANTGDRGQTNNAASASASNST
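Test system – GST-tagged human GSK3beta kinase, cell-free · Incubation – 60 min enzyme reaction, room temperature · Signal – ADP-Glo luminescence · Also added – peptide substrate and ATP at 25 µM · Controls – DMSO neutral wells and GW8510 at 20 µM as positive · Buffer or medium – Tris/MgCl2 kinase buffer · Measure – Luminescence-derived activity versus plate DMSO and GW8510 wells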
Numbers without * were called inactive; x = not tested or not shown.

SMILES	HSF1 inhib	KLF5 inhibitor	IEC-6 cytotox	HSP90 inh	aSyn 5UTR inh	GSK3 alpha inh	Platelet DG rel	DYRK1A inh	HSF-1 act	GSK3beta inhib
O=C(Nc1c(Cl)cc(Cl)cc1C(=O)NCCN1CCOCC1)c1ccc(Cl)cc1Cl	-2	-27	-1	2	8	0	-3	1	-4	3
CCOC(=O)CSc1nnc(-c2ccccc2OC)o1	-2	-6	-3	4	-15	0	14	0	-6	3
Cc1ccc(NC(=O)CN(C)C(=O)Cc2ccc(Cl)c(Cl)c2)cc1	3	-18	-2	-1	-21	-1	-10	15	14	3
O=C(CNCc1ccccn1)Nc1cc(S(=O)(=O)N2CCCCC2)ccc1Cl	-11	-8	2	2	15	-1	0	x	-6	2
COc1ccc(-c2nn(-c3ccccc3)cc2/C=N/Nc2ccc(Cl)c(C(=O)O)c2)cc1OC	-4	-37	-2	17*	14	3	2	x	12	2
COC(=O)C1=C(CSc2nc3c(cc2C#N)CN(C)CC3)OC(N)=C(C#N)C1c1ccccc1F (stereo unspecified)	-4	-37	-6	0	-34	3	-2	2	-4	1
CC1(CCc2ccccc2)NC(=O)N(CC(=O)Nc2ccc(S(N)(=O)=O)cc2)C1=O (stereo unspecified)	-1	-10	-1	-1	1	-2	0	-7	-6	1
CCc1ccc(C(C)NC(=O)c2ccncc2)cc1 (stereo unspecified)	-1	-6	-4	-4	6	-1	-2	-5	2	1
CCCCOC(=O)Nc1nccs1	1	16	0	3	-35	0	-10	-5	4	-5
CCc1ccc(C(=O)NCc2cnn(C)c2)s1	0	-16	6	1	-26	x	0	x	2	0
COC(=O)c1cc(-c2ccccc2)n(CCN)c1C	-1	x	x	x	2	5	0	0	8	-5
O=C(CSc1nnc(-c2ccccc2)c(-c2ccccc2)n1)Nc1ccc(Br)cn1	13	-34	-7	0	12	1	-1	-3	45	6
COC(=O)Nc1nc2c(s1)CCCC2	-5	-6	5	4	-87	x	-11	3	18	-1
COCCn1c(=O)[nH]c2cc(C(=O)NCCc3ccc(S(N)(=O)=O)cc3)ccc2c1=O	2	0	1	-2	0	2	-7	-1	-5	0
O=C(Nc1cccnc1)C1CCCN(S(=O)(=O)c2ccccc2)C1 (stereo unspecified)	-4	-9	2	-1	12	x	-8	5	-1	2
COc1ccc(-c2c(NCCc3ccccc3)c(=O)c2=O)cc1	13	-41	-7	1	-2	-1	-2	-7	12	3
Cc1nc(N)c(CC(Br)CBr)c(Cl)n1 (stereo unspecified)	x	-32	-6	-1	3	-2	-2	24	x	-2
CC1Sc2ccc(C(=O)Nc3ccccc3OC(F)F)cc2NC1=O (stereo unspecified)	16	x	x	x	-81	-3	7	-7	15	-1
O=C(/C(=C/O)N=Nc1ccccc1)c1ccco1	0	7	2	5	17	0	-1	2	0	0
CCN(CC(=O)Nc1ccc(N2CCOCC2)cc1)C(=O)COc1ccccc1OC	5	-3	-2	-6	-59	x	-2	-1	15	-1
COc1ccc(-n2nnnc2SCC(=O)N2C(C)CCCC2C)c(OC)c1 (stereo unspecified)	2	-5	-4	1	28	-1	2	x	-3	0
O=C(Nc1cc(S(=O)(=O)Nc2ccccc2Cl)ccc1O)c1cc2c(s1)CCCC2	17	-16	-1	-3	-6	4	4	-5	3	-1
c1cncc(-c2nn3c(Cn4nnc5ccccc54)nnc3s2)c1	-1	5	0	0	-1	-2	-4	12	6	-2
O=C(CN1CC(=O)Oc2ccccc21)OCC(=O)c1cccc(Br)c1	31	-29	-1	2	-66	0	-2	6	53*	-3
C=CCc1ccc(OCC(O)CN2CCC(Cc3ccccc3)CC2)c(OC)c1 (stereo unspecified)	0	-23	-1	0	-18	3	-2	21	-2	-2
COc1cc(C(=O)NC(c2ccccc2)c2ccccc2)cc(Cl)c1OC	6	0	-2	-3	11	-2	-1	6	3	1
CCCCOC(=O)Cn1c(=O)c2c(nc(Br)n2Cc2ccccc2)n(C)c1=O	2	-20	3	3	-5	0	2	8	7	-2
N#C/C(=C(/O)c1ccco1)c1nc2ccccc2[nH]1	-6	-104	0	-3	-55	-2	-3	-1	24	-4
Cc1ccc(NC(=O)CN2CCC(C(N)=O)CC2)cc1[N+](=O)[O-]	-1	-22	-1	-1	4	1	3	10	-3	-6
CCCn1c(=O)c2c(nc3n2CC(C)CN3Cc2ccccc2)n(C)c1=O (stereo unspecified)	-5	-18	2	3	11	7	-3	-3	-1	4
CCCc1c(O)nc(SC2CC(=O)N(c3ccc(OC)cc3)C2=O)[nH]c1=O (stereo unspecified)	-6	-14	3	0	6	-2	0	-4	-15	3
O=C(Nc1ccc(S(=O)(=O)N2CCCC2)cc1Cl)C1=COCCO1	-10	-15	-8	-1	1	-1	1	2	-5	-1
C/C=C/C=C\C(=O)Nc1cccc(C2=NOC3(C2)C[C@H](C(N)=O)N(C(=O)/C=C/C)C3)c1 (stereo partly specified)	1	x	x	x	-15	0	1	0	-4	-4
CCc1cc(C(=O)N=Nc2c(O)[nH]c3c(Br)cc(Br)cc23)c2ccccc2n1	1	-3	-3	-2	-23	-1	11	0	13	2
CCN(CC)C(=O)C1CCCN(Cc2ccccc2F)C1 (stereo unspecified)	-10	-27	-6	0	5	0	-2	-7	-2	0
CCn1ccnc1CNC(=O)C1CCC(=O)N(Cc2ccccc2F)C1 (stereo unspecified)	-4	-34	0	3	-4	-1	-5	-5	2	2
O=c1c(Cl)c(N/N=C/c2ccc(Br)cc2)cnn1-c1ccccc1	5	35	-4	-8	-9	-1	0	1	28	2
Cc1ccc(-c2nnn(CC(=O)N(CC3CCCO3)C(C(=O)NC(C)(C)C)c3ccc(F)cc3)n2)o1 (stereo unspecified)	-3	10	-7	4	7	-2	9	-12	-1	2
COc1cc(CN2CCN(S(=O)(=O)c3ccccc3)CC2)cc(OC)c1OC	-4	-31	0	-2	6	-6	2	-5	13	2
COc1ccc(-n2cccc2/C=C2/NC(=O)N(c3cccc(Cl)c3)C2=O)cc1	-63*	-32	5	5	-143	-4	2	1	-66	1
COc1cccc(OC)c1C(=O)Nc1cccc(C(=O)Nc2cccc(C(=O)O)c2)c1	-6	-21	-2	-3	3	1	-2	-2	-15	1
COc1cccc(C2NC(=O)NC(C)=C2C(=O)Nc2ccccc2C)c1 (stereo unspecified)	-11	-15	0	1	2	x	-7	x	7	3
CCN(CC)C(=S)NCCc1ccccc1	0	-29	0	2	-4	-1	-1	2	15	-5
CCCN1CCN(C(=O)Cn2nc(CC)n3c(cc4sccc43)c2=O)CC1	-31	-10	-4	-7	4	x	-2	15	-43	7
Cc1ccc(S(=O)(=O)N2CCN(C(=O)CN3CCN(C)CC3)C2)cc1	5	-17	-2	1	1	-3	-3	2	-2	3
O=C(COc1ccc(Cl)cc1)NCc1nnc(SCC(=O)N2CCCC2)o1	-14	-14	-1	3	-10	1	-1	-3	0	-1
Fc1ccc(C(Nc2ccccn2)c2c[nH]c3ccccc23)cc1 (stereo unspecified)	3	-64	-2	-1	-26	x	-1	-2	30	0
Cc1cccc(NC(=O)Nc2cnccn2)c1C	1	-38	2	-1	-13	0	9	4	14	0
Cc1ccc(N(CCC#N)C(=O)COC(=O)C2CCN(S(=O)(=O)c3ccc4c(c3)OCCO4)CC2)cc1	0	x	x	x	-2	-1	0	0	-21	-2
O=C(O)c1cccc(Nc2ccnc(Nc3cccc(C(=O)O)c3)n2)c1	-55*	-9	-10	37*	45	1	x	7	-60	-2
CC(C)Oc1ccccc1C1NC(=O)CCC1[N+](=O)[O-] (stereo unspecified)	-3	-15	-5	0	-15	-2	-2	0	18	2
Cc1ccc(Cl)cc1N1CCN(C(=O)c2ccc(CS(=O)Cc3ccc(Cl)cc3)o2)CC1 (stereo unspecified)	0	-13	3	5	-11	-5	-7	2	-7	3

14 compounds out of the list, ordered by length of the SMILES, smallest number first:
SMILES	HSF1 inhib	KLF5 inhibitor	IEC-6 cytotox	HSP90 inh	aSyn 5UTR inh	GSK3 alpha inh	Platelet DG rel	DYRK1A inh	HSF-1 act	GSK3beta inhib
CCN(CC)C(=S)NCCc1ccccc1	0	-29	0	2	-4	-1	-1	2	15	-5
Cc1cccc(NC(=O)Nc2cnccn2)c1C	1	-38	2	-1	-13	0	9	4	14	0
CC(C)Oc1ccccc1C1NC(=O)CCC1[N+](=O)[O-] (stereo unspecified)	-3	-15	-5	0	-15	-2	-2	0	18	2
Fc1ccc(C(Nc2ccccn2)c2c[nH]c3ccccc23)cc1 (stereo unspecified)	3	-64	-2	-1	-26	x	-1	-2	30	0
CCn1ccnc1CNC(=O)C1CCC(=O)N(Cc2ccccc2F)C1 (stereo unspecified)	-4	-34	0	3	-4	-1	-5	-5	2	2
COc1cccc(C2NC(=O)NC(C)=C2C(=O)Nc2ccccc2C)c1 (stereo unspecified)	-11	-15	0	1	2	x	-7	x	7	3
O=C(COc1ccc(Cl)cc1)NCc1nnc(SCC(=O)N2CCCC2)o1	-14	-14	-1	3	-10	1	-1	-3	0	-1
CCCN1CCN(C(=O)Cn2nc(CC)n3c(cc4sccc43)c2=O)CC1	-31	-10	-4	-7	4	x	-2	15	-43	7
COc1cc(CN2CCN(S(=O)(=O)c3ccccc3)CC2)cc(OC)c1OC	-4	-31	0	-2	6	-6	2	-5	13	2
COc1ccc(-n2cccc2/C=C2/NC(=O)N(c3cccc(Cl)c3)C2=O)cc1	-63*	-32	5	5	-143	-4	2	1	-66	1
COc1cccc(OC)c1C(=O)Nc1cccc(C(=O)Nc2cccc(C(=O)O)c2)c1	-6	-21	-2	-3	3	1	-2	-2	-15	1
Cc1ccc(Cl)cc1N1CCN(C(=O)c2ccc(CS(=O)Cc3ccc(Cl)cc3)o2)CC1 (stereo unspecified)	0	-13	3	5	-11	-5	-7	2	-7	3
Cc1ccc(-c2nnn(CC(=O)N(CC3CCCO3)C(C(=O)NC(C)(C)C)c3ccc(F)cc3)n2)o1 (stereo unspecified)	-3	10	-7	4	7	-2	9	-12	-1	2
Cc1ccc(N(CCC#N)C(=O)COC(=O)C2CCN(S(=O)(=O)c3ccc4c(c3)OCCO4)CC2)cc1	0	x	x	x	-2	-1	0	0	-21	-2

Bioassay records as filed in PubChem BioAssay.

These rows are one share of the data (hit frequency here may not be typical).
